Dicer inh: blocks human Dicer maturation of pre-miR-21 | z-score at 25 µM | actives 6% (n = 47,000) | Q9UPY3 | AID 1347074 | cat-ELCCA pre-miR-21 Dicer processing, chemiluminescence; active compounds read high; in the data active = z-score above about 3, passing the limit was not always enough;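 note: plate controls were vehicle for no effect and no enzyme for full effect; higher signal means more uncleaved substrate so more Dicer inhibition; strong numbers were not always called active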
The depositor's hits bear a star; & = joins results of further samples. Not all compounds are listed (hit frequency here may not be typical).

N[C@@]1(C(=O)O)CC[C@@H](C(=O)O)C1
- Dicer inh: 0.55

O=C(NC1CN2CCC1CC2)c1cccc(Cl)c1 (configuration not stated)
- Dicer inh: -0.41

CC1CN=C(Nc2cccc(C(F)(F)F)c2)S1 (configuration not stated)
- Dicer inh: 0.02

NC(=O)COc1c(F)cc(SCCNS(=O)(=O)c2ccccc2)cc1F
- Dicer inh: -1.1

c1cc2c(cc1CCNCc1ccc3c(c1)OCO3)OCO2
- Dicer inh: 2.5

O=C(c1ccc(Br)cc1)C12CN3CN(CN(C3)C1)C2
- Dicer inh: 2.2

CCN(CC)C(C)C(=O)c1ccccc1 (configuration not stated)
- Dicer inh: 2.1

O=C1CNC(c2ccccc2Cl)c2cc(Br)ccc2N1 (configuration not stated)
- Dicer inh: -2.1

CC1(C)CSC(Nc2ccc(F)cc2)=N1
- Dicer inh: 0.19

COc1cc(N=C(N)N[N+](=O)[O-])cc(OC)c1OC
- Dicer inh: -0.4

CC(=O)OC1CCC2(C)C(=CCC3C2CCC2(C)C(OC(C)=O)CCC32)C1 (configuration not stated)
- Dicer inh: -1.3

Cc1ccc(C(C)C)c(OC(=O)N(C)C)c1CN(C)C
- Dicer inh: 2.7

CNCC(O)c1ccc(O)cc1 (configuration not stated)
- Dicer inh: 0.35

CC12NC(=O)CN1CCc1ccccc12 (configuration not stated)
- Dicer inh: -0.38

CCOC(=O)c1c(C)n(C2CC2)c2ccc(OC)cc12
- Dicer inh: 1.9

Looked up above.
Dicer inh result of CCOC(=O)c1c(C)n(C2CC2)c2ccc(OC)cc12 : 1.9
Dicer inh result of CCN(CC)C(C)C(=O)c1ccccc1 (configuration not stated) : 2.1
Dicer inh result of O=C(NC1CN2CCC1CC2)c1cccc(Cl)c1 (configuration not stated) : -0.41
Dicer inh result of O=C(c1ccc(Br)cc1)C12CN3CN(CN(C3)C1)C2 : 2.2
Dicer inh result of CNCC(O)c1ccc(O)cc1 (configuration not stated) : 0.35

(next part)
CCCCCN(C)CCC(O)(P(=O)(O)O)P(=O)(O)O
- Dicer inh: -0.31&2.9

COc1ccc(CNC2CN3CCC2CC3)cc1 (configuration not stated)
- Dicer inh: 2.1

Fc1ccccc1CNC1CN2CCC1CC2 (configuration not stated)
- Dicer inh: -1.7

CNC(=O)O/N=C/c1nn(C(=O)C(C)(C)C)cc1Br
- Dicer inh: 0.62

Cn1c(O)c(C(=O)c2ccccc2)c(=O)n(C)c1=O
- Dicer inh: -4.3

Fc1cccc(CNCCc2c[nH]c3ccccc23)c1
- Dicer inh: 1.8

COc1ccc(CCNC2(C#N)CCCCC2)cc1OC
- Dicer inh: 0.51

C[C@]12CC[C@H](O)C[C@H]1CC[C@@H]1[C@@H]2CC[C@]2(C)[C@@H](C3=CC(=O)OC3)CC[C@]12O
- Dicer inh: 0.23

CC(C)[C@H]1CN[C@H](C(=O)O)[C@H]1CC(=O)O
- Dicer inh: 0.16

Cc1nc(Cc2c(Cl)cccc2Cl)nc(OC(=O)N(C)C)c1Cl
- Dicer inh: -0.81

CN(C)CCNc1ccc([N+](=O)[O-])c2cccnc12
- Dicer inh: -0.1

CCN1CCC2(CC1)NC(=O)c1ccccc1O2
- Dicer inh: -0.08

Cc1nn2c3cc(N4CCNCC4)ccc3nc2c2ccccc12
- Dicer inh: -0.03

COc1cc(C)c(CNCCc2c[nH]c3ccccc23)cc1C
- Dicer inh: -0.9

Clc1ccc(CSC(Cn2ccnc2)c2ccc(Cl)cc2Cl)cc1 (configuration not stated)
- Dicer inh: -1.1

Another view of some results above.
SMILES	Dicer inh
O=C(NC1CN2CCC1CC2)c1cccc(Cl)c1 (configuration not stated)	-0.41
CC1CN=C(Nc2cccc(C(F)(F)F)c2)S1 (configuration not stated)	0.02
NC(=O)COc1c(F)cc(SCCNS(=O)(=O)c2ccccc2)cc1F	-1.1

Shown bar-delimited: part of the list above
canonical_smiles | Dicer inh
COc1ccc(CCNC2(C#N)CCCCC2)cc1OC | 0.51
C[C@]12CC[C@H](O)C[C@H]1CC[C@@H]1[C@@H]2CC[C@]2(C)[C@@H](C3=CC(=O)OC3)CC[C@]12O | 0.23
CC(C)[C@H]1CN[C@H](C(=O)O)[C@H]1CC(=O)O | 0.16
Cc1nc(Cc2c(Cl)cccc2Cl)nc(OC(=O)N(C)C)c1Cl | -0.81

(cont.)
COc1cc(Br)c(CNCCc2ccc3c(c2)OCO3)cc1OC
- Dicer inh: 0.35

O=C(Nc1ccccc1)Nc1cnns1
- Dicer inh: 1.8

CC(CCc1ccccc1)NC(C)C(O)c1ccc(O)cc1 (configuration not stated)
- Dicer inh: -0.15&-0.09

OCC12COC3c4ccccc4C(OC1)N32 (configuration not stated)
- Dicer inh: 5.6*

O=C1/C(=C/c2ccccc2)C[C@@]2(O)[C@H]3Cc4ccc(O)c5c4[C@@]2(CCN3CC2CC2)[C@H]1O5
- Dicer inh: -0.37

CCOc1ccccc1Oc1c(C)oc2cc(OC(=O)N(C)C)ccc2c1=O
- Dicer inh: 1.3

Cc1cccc2[nH]c(=S)n(-c3ccc(OC(F)(F)F)cc3)c(=O)c12
- Dicer inh: -0.56

Cc1onc(-c2c(Cl)cccc2Cl)c1/C(N)=N/OC(=O)N(C)C
- Dicer inh: -1.8

N#Cc1ccc(CN=C(N)N[N+](=O)[O-])cc1
- Dicer inh: -0.75

O=C(O)CCC(=O)OC1N=C(c2ccccc2Cl)c2cc(Br)ccc2NC1=O (configuration not stated)
- Dicer inh: 1.4

Clc1cc(I)cc(Cl)c1NC1=NCCN1
- Dicer inh: 0.94

COc1ccc(CCNCc2cccn2C)cc1
- Dicer inh: 1.1

Cc1ccc(CNCCc2ccc3c(c2)OCO3)cc1
- Dicer inh: -1.6

O=[N+]([O-])O[C@H]1CO[C@H]2[C@@H]1OC[C@H]2O[N+](=O)[O-]
- Dicer inh: 0.75

OC[C@H]1O[C@@H](Oc2c[nH]c3ccc(Br)c(Cl)c23)[C@H](O)[C@@H](O)[C@H]1O
- Dicer inh: -0.76

NNC(N)=O
- Dicer inh: 0.43

Source: PubChem BioAssay (Center for Chemical Genomics, University of Michigan)
